# C2C12 statin – suppressors of statin myotoxicity in C2C12 myotubes, primary screen, cell-based, single point, plate reader | C2C12 myotubes + simvastatin, ATP luminescence, 48 h; scaled: DMSO 0, geranylgeraniol control 100 | rescue of ATP level, % at 7.49 µM | 330,000 compounds, 0.78% hits;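 active means mean ATP rescue above about 67%, or every replicate alone reaching that limit, limit read from the data, passing the limit was not always enough; inconclusive means no clear call, values can overlap the other calls; inactive means mean under the limit and some replicate under it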;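 further: myotubes were challenged with 10 µM simvastatin during compound exposure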
# esBAF inh – Bmi1 luciferase reporter increase in mESCs, primary screen, esBAF inhibitor project, mouse ES cells, Bmi1 luciferase knock-in, single point | 24 h; 100% = twice the neutral-well signal | reporter increase, % at 12.5 µM | 350,000 compounds, 2% hits | AID 602393, 2012; in the data active means activation above about 40%; inconclusive means no clear call, values can overlap the other calls;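 further: 0% = median of the plate's neutral control wells and 100% = double that signal; a rise in the Bmi1 reporter signal indicates esBAF inhibition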
# ERp5 block – inhibitors of ERp5-driven insulin aggregation, primary screen, biochemical, turbidity, absorbance 650 nm, single point; Protein disulfide-isomerase A6 (Homo sapiens), Q15084; 90 min; 350,000 compounds, 0.05% hits; inhibition, % at 9.99 µM;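 active means mean replicate inhibition above about 25%, with every replicate also reaching it, limit read from the data, passing the limit was not always enough; inconclusive means only one of those two criteria met; inactive means neither criterion met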
# Target sequence (Q15084 whole entry, looked up): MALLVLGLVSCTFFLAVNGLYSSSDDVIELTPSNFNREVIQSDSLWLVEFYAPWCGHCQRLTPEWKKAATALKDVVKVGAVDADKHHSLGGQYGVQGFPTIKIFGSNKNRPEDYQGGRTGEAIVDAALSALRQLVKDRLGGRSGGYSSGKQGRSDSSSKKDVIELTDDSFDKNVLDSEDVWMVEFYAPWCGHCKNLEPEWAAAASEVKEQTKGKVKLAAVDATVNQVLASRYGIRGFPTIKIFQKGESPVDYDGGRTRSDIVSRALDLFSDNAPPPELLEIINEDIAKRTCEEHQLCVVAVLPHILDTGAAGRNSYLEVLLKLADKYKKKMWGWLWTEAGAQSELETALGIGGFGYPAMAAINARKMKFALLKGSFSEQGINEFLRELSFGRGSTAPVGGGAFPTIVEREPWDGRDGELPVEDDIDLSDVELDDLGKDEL
# miR-122 sensor – miR-122 Renilla sensor signal increase in Huh7, primary screen, miR-122 inhibitor project, cell-based, single point, plate reader; activation (reporter increase), % at 12.5 µM; Huh7 miR-122 Renilla luciferase sensor, 48 h; neutral wells = 0, positive control = 100; 340,000 compounds, 0.3% hits;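 active means mean replicate activation score at least 90 and every replicate individually at or above 90; inconclusive means only one of the two criteria met; inactive means neither criterion met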;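 further: higher luciferase means less miR-122 activity so hits act as miR-122 inhibitors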
# SIRT5 inh – SIRT5 desuccinylase inhibitors, primary screen, biochemical, fluorescence imaging, single point, set 5. NAD-dependent protein deacylase sirtuin-5, mitochondrial (Homo sapiens), Q9NXA8. 330,000 compounds, 1.1% hits. AID 652115, 2013. inhibition, % at 15 µM. Purified SirT5, succinyl-peptide AMC, trypsin-coupled fluorescence; in the data active means inhibition above about 15%; inconclusive means no clear call, values can overlap the other calls
# Target sequence (Q9NXA8 whole entry, looked up): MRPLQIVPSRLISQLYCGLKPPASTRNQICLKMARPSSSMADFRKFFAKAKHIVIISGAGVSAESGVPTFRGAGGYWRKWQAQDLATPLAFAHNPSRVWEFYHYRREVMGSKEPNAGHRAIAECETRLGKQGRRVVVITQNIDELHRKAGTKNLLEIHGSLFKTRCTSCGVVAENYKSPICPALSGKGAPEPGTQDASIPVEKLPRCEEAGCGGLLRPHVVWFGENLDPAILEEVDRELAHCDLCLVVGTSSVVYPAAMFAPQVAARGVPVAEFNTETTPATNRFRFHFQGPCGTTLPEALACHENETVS
# Cneo AK release – Cryptococcus neoformans cell lysis inducers, primary screen, AK release luminescence, single concentration | C. neoformans lysis, adenylate kinase release luminescence, 4 h; normalised: neutral wells 0, clomiphene wells 100 | lysis activity, % at 15 µM | 360,000 compounds, 0.2% hits | AID 651654, 2012;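 active means mean lysis activity across replicates of at least 80%, whatever share of replicates individually reach that level; inactive means mean lysis activity below 80%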
#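 Schedule: static 4 h at 37 °C with compound, 1 h detection; system: C. neoformans cells; benchmarks: Clomiphene as positive control; buffer or medium: fresh YPD medium; measure: luminescence rise reflecting yeast cell lysis; measured by: luminescent adenylate kinase detection reagent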
# ARNT TACC3 PPI – disruptors of ARNT/TACC3 protein interaction, primary screen, biochemical, AlphaScreen, single concentration | Transforming acidic coiled-coil-containing protein 3 (Homo sapiens), Q9Y6A5 | inhibition, % at 9.99 µM | AlphaScreen His-ARNT PAS-B/GST-TACC3 binding, luminescence; TACC3 fragment carries E629A point mutation | 390,000 compounds, 0.66% hits;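 active means mean inhibition of replicates at least 50% and at least half of replicates each reaching 50%; inconclusive means half or more replicates reach 50% but mean below 50%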;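 further: 0% = complete ARNT plus TACC3 wells and 100% = ARNT alone without TACC3; many hits fall short of the cut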
# * hit, by the source's call; ? = inconclusive; nt = no result given; [ ] = dose if it differs, or a comment.
SMILES,C2C12 statin,esBAF inh,ERp5 block,miR-122 sensor,SIRT5 inh,Cneo AK release,ARNT TACC3 PPI
O=C(Nc1cccc(Cl)c1)c1nc[nH]c1C(=O)Nc1ccccc1F,8,-1,6,6,0,1,nt
CCN(CC)S(=O)(=O)c1cccc(-c2nnc(SCC#N)n2Cc2ccccc2)c1,8,1,nt,-2,nt,-2,-1
COc1ccc(-n2c(Cn3c(=O)sc4ccccc43)nnc2SCC(N)=O)cc1,6,-1,0,-1,-1,-1,-3
Oc1c(CN2CCOCC2)ccc2ccccc12,10,2,2,5,-2,0,-2
c1ccc(-c2csc(Nc3ccc4c(c3)OCO4)n2)cc1,-26,33,1,3,-1,0,nt
COCC(=O)N1[C@@H](C#N)[C@H](c2ccc(C#Cc3ccccc3F)cc2)[C@@H]1CO,5,-2,7,nt,-1,0,-28
O=C(c1ccc(OC2CCN(C(=O)c3cccnc3)CC2)cc1)N1CCCCCC1,nt,nt,7,nt,0,nt,-4
CCOC(=O)N1CCN(C(=O)CSCc2nc(-c3ccccc3F)oc2C)CC1,5,2,nt,-15,nt,3,22
O=C1NC2(CCCCCC2)C(=O)N1Cc1ccc(Br)cc1,-4,1,5,-5,-2,-2,-3
O=C(CSc1ccccc1)Nc1ccc2c(c1)C(=O)NC2=O,11,0,-3,2,0,-3,2
CC[N+]1(CC)CC2=Cc3ccccc3CC2C1 (stereo not drawn),nt,0,-5,nt,-5,7,21
C[C@@H]1CCCCO[C@H](CN(C)C(=O)Nc2ccccc2)[C@H](C)CN([C@@H](C)CO)C(=O)c2cc(NC(=O)Nc3ccc4c(c3)OCO4)ccc2O1,28,0,-1,-2[16.7 µM],13,-2,3
Cc1ccccc1C(=O)NC(=S)NCCC1=CCCCC1,nt,nt,-3,2,35*,nt,-1
CCN1C(=O)[C@H]2[C@H]3CN=C(SCc4ccc(C(=O)OC)cc4)N3[C@@](Cc3ccccc3)(C(=O)OC)[C@H]2C1=O,10,-5,-1,0,4,-2,-1
CCn1ccnc1CN1CCN(CC=C(C)C)C(CCO)C1 (stereo not drawn),1,-2,0,-9,-3,1,nt
OC[C@@H]1[C@@H](c2ccccc2)C(c2ccccc2)=NN1c1ccccc1,-4,-5,5,-4,1,6,-53
COc1ccc(CN(C)C[C@@H]2OCCCC[C@H](C)Oc3ccc(NS(=O)(=O)c4cccs4)cc3C(=O)N([C@@H](C)CO)C[C@H]2C)cc1,nt,-7,4,9[16.7 µM],-6,1,10
O=C1OCc2ccc(NC(=O)c3c(F)cccc3Cl)cc21,-10,-10,-6,-3,-1,1,1
CN(C)CC1CCCCC1C1(O)c2ccccc2CSc2sccc21 (stereo not drawn),-24,-4,nt,-1,nt,2,0
CC(=O)Nc1ccc(S(=O)(=O)NCC(=O)OCC(=O)NCc2ccco2)cc1,-4,-5,-4,-9,1,0,nt
C[C@@H]1CN([C@H](C)CO)C(=O)Cc2cc(NC(=O)CCC(F)(F)F)ccc2O[C@H]1CN(C)CC1CC1,-3,-4,0,4[16.7 µM],0,45,-3
COC(=O)C1C(=O)OC(C)(C)C1C(C)C(=O)c1ccc(C)cc1C (stereo not drawn),nt,nt,-1,nt,-1,nt,-2
COc1cc(C2N3CC4(C)CN2CC(C)(C3)C4)ccc1O (stereo not drawn),-1,4,nt,1,nt,-4,-1
CC1CCCC(C)N1C(=O)COC(=O)CN1C(=O)c2ccccc2C1=O (stereo not drawn),17,-4,-1,1,-1,0,0
O=C(Nc1ccc(Cl)cc1)C1c2cccc[n+]2CC(=O)N1Cc1ccc2c(c1)OCO2 (stereo not drawn),0,0,3,21,4,1,18
C[C@@H]1CCCCO[C@@H](CN(C)S(=O)(=O)c2ccc(F)cc2)[C@H](C)CN([C@H](C)CO)C(=O)c2cc(NS(=O)(=O)c3cn(C)cn3)ccc2O1,nt,-3,6,0[16.7 µM],-1,7,0
CCCC(=O)NC(=S)Nc1ccccc1F,-41,16,nt,-7,nt,3,-1
COC(=O)c1c(-c2ccc(C)cc2)csc1NC(=S)NC(=O)c1cc(OC)cc(OC)c1,-1,1,nt,-7,nt,1,-1
Cc1cccc(C2CN(C)CCc3c2cc(O)c(O)c3Cl)c1 (stereo not drawn),-7,1,-8,-9,-3,1,0
O=C(NC1CCS(=O)(=O)C1)C1CCCCN1S(=O)(=O)c1ccc(Cl)cc1 (stereo not drawn),7,12,-2,15,0,-1,-18
Cc1ccc(S(=O)(=O)Nc2cccc3c2O[C@H](CN(C)S(=O)(=O)c2ccccc2)[C@@H](C)CN([C@H](C)CO)C3=O)cc1,-12,-4,2,-11[16.7 µM],-2,0,-4
COc1cc(OC)cc(OCC(O)Cn2ccnc2C)c1 (stereo not drawn),-3,-9,nt,-3,nt,-1,-4
Cc1cc(Br)ccc1NC(=O)CN(C)C(=O)c1ccc2ccccc2n1,-1,?,1,5,-2,-2,-18
N#Cc1ccc(NN=Nc2ccccc2C#N)cc1,nt,nt,-12,nt,-5,-3,nt
Cc1ccccc1-n1cc(CNCc2c(C(=O)N(C)C)nc3ccc(Cl)cn23)cn1,7,10,1,3,-3,nt,0
CN(C(=O)CSc1nc(C2CC2)n(-c2ccccc2)n1)C1CCS(=O)(=O)C1 (stereo not drawn),-3,-2,0,-4,-2,0,-4
Cc1ccc(C)c(-n2c(Cc3cc(=O)[nH]c(=O)[nH]3)nnc2SC(C)C)c1,0,2,-4,-2,nt,1,-1
Cc1cc(OCC(O)CNC(C)(C)C)ccc1Cl (stereo not drawn),nt,nt,-6,-10,21*,nt,nt
CCNC(=O)[C@@H]1[C@@H](CO)[C@@H]2Cn3c(ccc(-c4ccccc4)c3=O)[C@@H]2N1Cc1ccccc1,22,4,-2,-8[16.7 µM],1,-1,-3
COCC(=O)Nc1ccc2c(c1)C(=O)N(C)[C@H]1CC[C@@H](CC(=O)NCc3ccc(OC)cc3)O[C@@H]1CO2,-7,2,nt,12[16.7 µM],nt,0,1
COc1cc(C2C(C#N)=C(N)Oc3n[nH]c(C)c32)ccc1OC(=O)c1ccccc1 (stereo not drawn),-12,-2,nt,nt,nt,-3,60*
C[C@@H](NC(=O)C[C@H]1C=C[C@H](NC(=O)C2CCOCC2)[C@@H](CO)O1)c1ccccc1,-4,-6,0,nt,0,0,-3
CCOC(=O)C1C(C(=O)OC)=C(c2ccc(OC)cc2)c2ccccc2N1S(=O)(=O)C(F)(F)F (stereo not drawn),1,-6,0,-1,9,1,1
O=C(c1cccc(Br)c1)N1CCN(C(=O)N2CCOCC2)CC1,-8,5,nt,-5,nt,-4,-19
O=[N+]([O-])c1ccc2c(c1)C=C1CCCCC1(N1CCCCC1)O2 (stereo not drawn),nt,nt,nt,-2,nt,-5,4
Cc1ccc(C(C(=O)NC(C)(C)C)N(Cc2ccco2)C(=O)Cn2nnc(-c3cccs3)n2)cc1 (stereo not drawn),10,-2,nt,1,nt,3,-8
COc1ccc(NC2CCCN(C(=O)c3ccc4nccnc4c3)C2)cc1OC (stereo not drawn),nt,nt,4,-2,0,1,26
COCCNC(=O)Cn1cnc2ccc(S(=O)(=O)N3CCC(C)CC3)cc2c1=O,-1,-8,nt,0,nt,-9,nt
C[C@H](CO)N1C[C@H](C)[C@@H](CN(C)Cc2cncnc2)Oc2cc(C3=CCCC3)ccc2S1(=O)=O,-11,2,-3,50[16.7 µM],1,3,13
C[C@H](CO)N1C[C@H](C)[C@@H](CN(C)S(=O)(=O)c2ccccc2)Oc2ccc(NC(=O)CCC(F)(F)F)cc2CC1=O,-1,-7,-3,-1[16.7 µM],-2,-2,2
Cc1ccc(S(=O)(=O)Nc2ccc3c(c2)C(=O)N([C@@H](C)CO)C[C@H](C)[C@H](CN(C)C(=O)CCC(F)(F)F)OCCCC[C@@H](C)O3)cc1,nt,3,1,9[16.7 µM],4,-1,5
CC(=O)N1CCCCN2[C@H](CO)[C@@H](c3ccc(-c4cccc(C(=O)N(C)C)c4)cc3)[C@H]2C1,nt,nt,2,3[16.7 µM],2,-1,-6
COc1ccc(-c2c(C(F)(F)F)[nH]n3c(=O)cc(-c4ccccc4)nc23)cc1,nt,nt,1,nt,0,nt,-34
COc1ccc(NC(=O)Nc2ccc3c(c2)CC(=O)N([C@H](C)CO)C[C@H](C)[C@H](CN(C)S(=O)(=O)c2cn(C)cn2)O3)cc1,-1,-5,7,3[16.7 µM],5,42,nt
Cc1ccc(C(=O)COC(=O)c2cn(-c3ccccc3)nc2-c2ccccc2)cc1[N+](=O)[O-],nt,nt,1,nt,-4,nt,-2

# 13 compounds already listed, arranged by formula weight, low to high:
SMILES,C2C12 statin,esBAF inh,ERp5 block,miR-122 sensor,SIRT5 inh,Cneo AK release,ARNT TACC3 PPI
O=[N+]([O-])c1ccc2c(c1)C=C1CCCCC1(N1CCCCC1)O2 (stereo not drawn),nt,nt,nt,-2,nt,-5,4
O=C(c1cccc(Br)c1)N1CCN(C(=O)N2CCOCC2)CC1,-8,5,nt,-5,nt,-4,-19
COc1ccc(-c2c(C(F)(F)F)[nH]n3c(=O)cc(-c4ccccc4)nc23)cc1,nt,nt,1,nt,0,nt,-34
C[C@@H](NC(=O)C[C@H]1C=C[C@H](NC(=O)C2CCOCC2)[C@@H](CO)O1)c1ccccc1,-4,-6,0,nt,0,0,-3
COCCNC(=O)Cn1cnc2ccc(S(=O)(=O)N3CCC(C)CC3)cc2c1=O,-1,-8,nt,0,nt,-9,nt
CC(=O)N1CCCCN2[C@H](CO)[C@@H](c3ccc(-c4cccc(C(=O)N(C)C)c4)cc3)[C@H]2C1,nt,nt,2,3[16.7 µM],2,-1,-6
Cc1ccc(C(=O)COC(=O)c2cn(-c3ccccc3)nc2-c2ccccc2)cc1[N+](=O)[O-],nt,nt,1,nt,-4,nt,-2
Cc1ccc(C(C(=O)NC(C)(C)C)N(Cc2ccco2)C(=O)Cn2nnc(-c3cccs3)n2)cc1 (stereo not drawn),10,-2,nt,1,nt,3,-8
CCOC(=O)C1C(C(=O)OC)=C(c2ccc(OC)cc2)c2ccccc2N1S(=O)(=O)C(F)(F)F (stereo not drawn),1,-6,0,-1,9,1,1
COCC(=O)Nc1ccc2c(c1)C(=O)N(C)[C@H]1CC[C@@H](CC(=O)NCc3ccc(OC)cc3)O[C@@H]1CO2,-7,2,nt,12[16.7 µM],nt,0,1
C[C@H](CO)N1C[C@H](C)[C@@H](CN(C)S(=O)(=O)c2ccccc2)Oc2ccc(NC(=O)CCC(F)(F)F)cc2CC1=O,-1,-7,-3,-1[16.7 µM],-2,-2,2
COc1ccc(NC(=O)Nc2ccc3c(c2)CC(=O)N([C@H](C)CO)C[C@H](C)[C@H](CN(C)S(=O)(=O)c2cn(C)cn2)O3)cc1,-1,-5,7,3[16.7 µM],5,42,nt
Cc1ccc(S(=O)(=O)Nc2ccc3c(c2)C(=O)N([C@@H](C)CO)C[C@H](C)[C@H](CN(C)C(=O)CCC(F)(F)F)OCCCC[C@@H](C)O3)cc1,nt,3,1,9[16.7 µM],4,-1,5
